Compound activity deposited in PubChem by National Center for Advancing Translational Sciences (NCATS).
IL1B secr inh = blocks inflammasome-driven IL-1 beta release | THP-1 LPS/ATP IL-1B secretion, AlphaLISA, 16 h; hits give low values | activity change, % at 57.5 µM | 4.7% of 360,000 active; in the data active means activity change below about -50%; inconclusive means mostly about -30% to -49%; further: on the % scale 0 is the no-effect control and ±100 the full control effect
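Secreted IL-1B measured by AlphaLISA bead assay after 16 h compound exposure of THP-1 cells; compounds (final up to 57.5 uM) added 1 h before LPS (250 ng/mL) and ATP (1.25 mM) stimulation; lower signal means less secretion.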
HepG2 tox = HepG2 cytotoxicity, counter-screen for TGF-b inhibitors; HepG2 CAGA-GFP viability, ATP luminescence, 18 h; Potency, µM (top dose mostly 46.1 µM), without a hit: top-dose activity change, negative = cytotoxicity, most hits filed as cytotoxic; 0.76% of 410,000 active; AID 588856; further: potency means the concentration at half of the fitted maximal effect; some results filed as inactive show a strong effect at the top dose
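HepG2 CAGA-GFP cells (1000/well, DMEM with 1% FBS) received compound, then TGF-beta at 500 pg/mL final, and were incubated 18 hours at 37 degrees C. Viability was read by CellTiter-Glo luminescence. Media-only wells were set as complete cell-killing and DMSO as no toxicity.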
ATXN viability = cell viability loss in ATXN counter-screen; Potency, µM (highest dose often 56.7 µM), hits mostly cytotoxic; S2 cells (HEK-293 line with an ATXN2-luciferase reporter) viability, CellTiter-Fluor protease fluorescence, 24 h; 0.49% of 400,000 active; further: potency means the concentration at half of the fitted maximal effect; nearly all actives have a fitted effect of over 40% in size
HT1080 IDH1KD tx = kills HT-1080 cells with IDH1 knockdown. HT-1080 IDH1 knockdown viability, ATP luminescence, 48 h. Potency, µM (series often up to 46.1 µM), for the others: at the highest dose activity, negative = toxicity, usual class: cytotoxic. 2% of 360,000 active. AID 686971;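 further: potency means the concentration at half of the fitted maximal effect; 0% = DMSO wells and -100% = cell-free medium wells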
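HT-1080-IDH1KD cells (IDH1 knocked down), 750/well in RPMI with 5% FBS, treated with compound 48 h at 37 degrees C. Viability by CellTiter-Glo luminescence, normalised to DMSO and no-cell wells; concentration-response curves classed.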
MCF10A rerep = induces DNA re-replication in MCF 10a normal breast cells; Potency, µM (doses to about 46.1 µM), without a hit: top-dose activity, positive = re-replication, actives largely listed as activators; 2.9% of 350,000 active; MCF 10A DNA re-replication, Hoechst nuclear intensity, 48 h; further: potency means the concentration at half of the fitted maximal effect; % of control where 0% means no effect; nearly all actives have a fitted effect of over 50% in size
HT1080NT lethal = kills 2HG-producing HT-1080-NT fibrosarcoma cells; HT-1080-NT fibrosarcoma viability, CellTiter-Glo ATP luminescence, 48 h; Potency, µM (top dose mostly 46.1 µM), without a hit: top-dose activity, negative = less viability, hits mostly cytotoxic; 1.6% of 360,000 active; AID 686970;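 further: NT is the 2HG producing partner of a matched IDH1 knockdown line; potency means the concentration at half of the fitted maximal effect; 0% = DMSO-treated cells and -100% = media-only wells without cells; nearly all actives have a fitted effect of over 55% in size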
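HT-1080-NT; 750 cells/well; 5% FBS RPMI; 48 h compound, 37 degrees C; CellTiter-Glo luminescence; curve fitting and curve-class assignment.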
ATXN2 expr inh = inhibitors of ATXN2 expression; 0.72% of 360,000 active; HEK-293 ATXN2-luciferase reporter, luminescence, 24 h; Potency, µM (doses to about 57 µM), inactives show top-dose activity change, negative = inhibition, hits mostly inhibitors; AID 1745845; further: potency means the concentration at half of the fitted maximal effect; on the % scale 0 is the no-effect control and ±100 the full control effect; nearly all actives have a fitted effect of over 55% in size
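ATXN2-luciferase reporter cells (luciferase flanked by upstream and downstream ATXN2 gene portions) were treated 24 h at 37 °C with compounds at up to 57 uM. SteadyGlo luminescence gave expression; GF-AFC fluorescence gave viability.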
KB-3-1 tox = kills parental KB-3-1 adenocarcinoma cells. KB-3-1 viability, CellTiter-Glo ATP luminescence, 72 h. Potency, µM (series often up to 46.1 µM), without a hit: at the top dose activity change, negative = cytotoxic, most hits filed as cytotoxic. 1.4% of 400,000 active. AID 1347075; further: potency means the concentration at half of the fitted maximal effect; on the % scale 0 is the no-effect control and ±100 the full control effect; nearly all actives have a fitted effect of over 60% in size
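Parental KB-3-1 adenocarcinoma cells in phenol-red-free DMEM with 10% FBS were pin-treated with compounds at several concentrations, incubated 72 h at 37 °C, and viability read by CellTiter-Glo luminescence; concentration-effect curves were fitted after normalization.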
SW480 rereplic = inducers of DNA re-replication in SW480 colon cancer cells; SW480 DNA re-replication, Hoechst DNA content imaging, 48 h; Potency, µM (doses to about 46.1 µM), without a hit: at the highest dose re-replication activation, usual class: activators; 1.8% of 340,000 active; AID 624297; further: potency means the concentration at half of the fitted maximal effect; % of control where 0% means no effect; nearly all actives have a fitted effect of over 55% in size
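250 cells/well; 23 nL cpd via pin tool; 48 hr, 37 C, 5% CO2; Hoechst 40 min; imager read of total nuclear intensity, ex 405/em 500-530 nm.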
* hit, by the source's call; i = inactive; u = inconclusive; x = not tested or not shown; [ ] = remark or other dose. Unless noted, the call rests on the fitted dose curve; in most records, active means well fitted curve in the direction sought with a large enough effect; inconclusive means small, poorly fitted or top-dose-only effect, or another doubt; inactive means no such curve, though single readings can be large; an effect the other way counts as inactive or inconclusive.

SMILES	IL1B secr inh	HepG2 tox	ATXN viability	HT1080 IDH1KD tx	MCF10A rerep	HT1080NT lethal	ATXN2 expr inh	KB-3-1 tox	SW480 rereplic
Cc1cc(C(=O)N2CCN(c3cccc(Cl)c3)CC2)c(C)o1	-2	-24%	i	16µM*	u	u	-30%	23µM*	u
CCCNC(=O)COC(=O)C1CCN(S(=O)(=O)c2ccc3c(c2)OCCO3)CC1	19	-4%	i	-4%	3%	-2%	-3%	18%	1%
Cc1ccccc1Nc1nc(N)nc(CSc2nnc(C)n2C)n1	6	-7%	i	15%	12%	1%	-6%	11%	-2%
Cc1cc(Nc2cccc(Cl)c2Cl)n2ncnc2n1	27	-8%	i	-15%	u	-3%	-12%	-20%	9%
N#CC1CC(c2ccc([N+](=O)[O-])cc2)=NN1c1ccc([N+](=O)[O-])cc1 (stereo not given)	46	-8%	i	1%	6.5µM*	-4%	-11%[11.3 µM]	1%	u
c1ccc(-n2nnnc2SCc2ccccn2)cc1	u	-3%	i	17%	0%	20%	27%	-10%	-7%
CCOC(=O)c1[nH]c2cc3c(cc2c1NC(=O)CN1CCc2ccccc2C1)OCO3	-15	-25%	i	-24%	17%	-2%	0%	4%	-2%
O=C(NCC1CCCO1)C1CCN(C2CCN(Cc3cccs3)CC2)CC1 (stereo not given)	-1	-31%	i	-1%	25%	-3%	-7%	-19%	-3%
Cc1ccccc1OCC(=O)NCCCNC(=O)c1ccncc1	5	3%	i	11%	-3%	0%	4%	-13%	3%
COCCCNC(=O)c1c(C)nn(-c2ccc(F)cc2)c1-n1cccc1	x	4%	i	x	x	x	0%	4%	x
COc1ccc(C)cc1NC(=O)c1cc(S(=O)(=O)NCCC2=CCCCC2)ccc1F	x	1%	i	x	x	x	-11%	-13%	x
O=C1O[C@@H](c2ccc(O)cc2)Cc2cccc(O)c21	16	7%	i	8%	-26%	8%	12%	20%	-6%
CC(C)=CC(=O)Nc1nnc(-c2ccccc2)s1	-2	-1%	i	-3%[9.24 µM]	-3%	-5%	49%[activator]	0%	1%
O=C(CSC(=S)N1CCCCC1)N1N=CCC1c1ccccc1 (stereo not given)	-8	-19%	i	-6%	17%	3%	44%[activator]	2%	-6%
CCN(C(=O)COC(=O)/C(C#N)=C/c1cc(C)n(CCOC)c1C)c1c(N)n(Cc2ccccc2)c(=O)[nH]c1=O	-10	5%	i	-4%	7%	1%	-3%	21%	4%

Compounds from the list above containing an aryl thioether with sulfur outside any ring, in the order listed:
SMILES	IL1B secr inh	HepG2 tox	ATXN viability	HT1080 IDH1KD tx	MCF10A rerep	HT1080NT lethal	ATXN2 expr inh	KB-3-1 tox	SW480 rereplic
Cc1ccccc1Nc1nc(N)nc(CSc2nnc(C)n2C)n1	6	-7%	i	15%	12%	1%	-6%	11%	-2%
c1ccc(-n2nnnc2SCc2ccccn2)cc1	u	-3%	i	17%	0%	20%	27%	-10%	-7%

Already shown: entries from further up.
SMILES	IL1B secr inh	HepG2 tox	ATXN viability	HT1080 IDH1KD tx	MCF10A rerep	HT1080NT lethal	ATXN2 expr inh	KB-3-1 tox	SW480 rereplic
Cc1cc(C(=O)N2CCN(c3cccc(Cl)c3)CC2)c(C)o1	-2	-24%	i	16µM*	u	u	-30%	23µM*	u
CCCNC(=O)COC(=O)C1CCN(S(=O)(=O)c2ccc3c(c2)OCCO3)CC1	19	-4%	i	-4%	3%	-2%	-3%	18%	1%

Continuation:
SMILES	IL1B secr inh	HepG2 tox	ATXN viability	HT1080 IDH1KD tx	MCF10A rerep	HT1080NT lethal	ATXN2 expr inh	KB-3-1 tox	SW480 rereplic
CCC(C)NC(=O)c1ccc2c(=O)n3c(nc2c1)CCCCC3 (stereo not given)	x	5%	i	x	x	x	10%	2%	x
COC(=O)c1[nH]c2ccc(Br)cc2c1NC(=O)CN1CCCCC1CCO (stereo not given)	-21	-22%	u	-29%	21%	-28%	-16%	-6%	-4%
Cc1ccc2nc(/C(C#N)=C/c3ccc(-c4cccc(Cl)c4)o3)[nH]c2c1	x	8.9µM*	i	x	x	x	u	9%	x
COc1cccc(N2C(=O)N(Cc3ccc(C#N)cc3)c3ccccc3S2(=O)=O)c1	x	-31%	i	x	x	x	-4%	u	x
CC(=O)c1cc(C)ccc1OC(=O)c1cccnc1	9	-8%	i	11%	-1%	0%	-1%	21%	-3%
Cc1cc(-c2nnc(CCC(=O)N(C)Cc3ccsc3)o2)no1	0	-1%	i	3%	5%	5%	26%	7%	-5%
COc1cccc(NC(=O)CS(=O)(=O)c2cccc3nsnc23)c1	9	-7%	i	-16%	0%	-12%	0%	20%	0%
c1ccc(C[C@H]2CNCCN2CC2CCCCC2)cc1	-24	-11%	i	-4%	17%	-4%	-2%	0%	-47%[inhibitor]
Cn1cnnc1SCc1ccc(C(=O)NN)cc1	0	30%	i	-1%	-2%[9.22 µM]	0%	-22%	-7%	-124%[inhibitor]
CC(C)C(NC(=O)OCc1ccccc1)C(=O)OCC(=O)N1CCCCC1 (stereo not given)	18	7%	i	5%	6%	0%	69%[activator]	11%	-3%
CC1CCCCN1C(=O)Cn1c(=O)n(-c2ccc(Cl)cc2)c(=O)c2c3c(sc21)CCC3 (stereo not given)	x	-6%	i	x	x	x	-8%	20%	x
O=C(Nn1cnnc1)c1ccccc1CCc1ccccc1	22	-5%	i	8%	-1%	7%	5%	-1%	0%[9.22 µM]
COc1ccc(-n2ncc3c(=O)n(CC(=O)N(C(C)C)C(C)C)cnc32)cc1	9	-9%	i	20%	6%	u	-27%	8%	16%
CCOc1cc(/C=N/O)cc(Br)c1OC	-10	0%	i	-9%	24%	-1%	5%	20%	u
COc1ccc(C(=O)NCC(=O)Nc2ccc(F)cc2)cc1OC	0	-8%	i	-1%	1%	-4%[9.24 µM]	-8%	-2%	-11%
CC(=O)c1ccc(OC(C)C(=O)NCC2(N3CCOCC3)CCCCC2)cc1 (stereo not given)	22	5%	i	4%	0%	7%	2%	-1%	0%
Cc1ccc(C(=O)OCC(=O)Nc2ccc3c(c2)OCCO3)cc1C	5	-5%	i	-29%	0%	-7%	6%	-1%	-3%
CCCOc1ccc2c(=O)c(-c3cc(C(=O)OC)oc3C)c(C)oc2c1	u	-27%	i	-25%	10%	8%	-11%	-6%	-2%
O=C(Nc1ccc(N2CCOCC2)cc1)c1cccc(S(=O)(=O)N2CCCCC2)c1	-13	2%	i	-3%	4%	u	-1%	-9%	-2%
COc1ccc2oc(=Nc3ccc(C(=O)O)cc3)c(C(=O)NCc3ccco3)cc2c1	3	2%	u	6%	-8%	3%	x	2%	-7%
Cc1cc([N+](=O)[O-])nn1Cc1ccccc1F	10	5%	i	0%	0%	1%	-4%	4%	-3%
Fc1ccccc1NC(=S)NCCc1cccc(Cl)c1	-88*	-32%	i	-25%	0%	-19%	16%	-14%	-6%
CC(NC(=S)NC1CCCCC1)C(c1cccs1)N1CCOCC1 (stereo not given)	-4	-11%	i	1%	1%	13%	5%	-2%	7%
O=C(Nc1ccc(S(=O)(=O)N2CCCCC2)cc1)C1CCCO1 (stereo not given)	9	2%	i	3%	1%	6%	4%	-2%	-16%
CCNC(=O)C(=O)Nc1cc2c3c(c1)CCN3C(=O)CC2	-6	-7%	i	0%	-2%	0%	x	4%	-2%
C[C@@H]1CN([C@@H](C)CO)C(=O)c2cc(Br)cnc2O[C@H]1CN(C)C(=O)C1CCCCC1	29	4%	i	-11%	x	-5%	11%	23%	x
O=C1C2C3C=CC(CC3)C2C(=O)N1/N=C/c1ccco1 (stereo not given)	0	4%	i	10%	-6%	15%	-5%	10%	-3%
CCCCn1c(CCC(=O)O)nc2cc(S(=O)(=O)N3CCCC3)ccc21	11	-11%	i	-3%	8%	0%	-5%	x	16%
O=C(c1ccccn1)N1CCCC(N2CCN(c3ccccc3)CC2)C1 (stereo not given)	22	11%	i	2%	-1%	-3%	8%	13%	56%
CCN(C(=O)COC(=O)c1ccc(=O)n(Cc2ccccc2)n1)C1CCCCC1	4	-2%	i	0%	-7%	7%	x	1%	-14%
CC(=O)Nc1ccc(/C=N/NC(=O)c2cc3cc(C)ccc3nc2C)cc1	14	-15%	i	-16%	3%	-4%	36%	-4%	3%
NCCCC[C@@H](C(=O)N1CCNCC1)n1cc(CCC(=O)O)nn1	1	1%	i	-2%	-12%	-11%	6%	4%	-5%
CCCCC(NC(=O)c1ccc(Cl)cc1)C(=O)O (stereo not given)	14	-3%	i	3%	-8%	10%	2%	-6%	-6%

Complete entries, quoted from the list. Order of values: IL1B secr inh | HepG2 tox | ATXN viability | HT1080 IDH1KD tx | MCF10A rerep | HT1080NT lethal | ATXN2 expr inh | KB-3-1 tox | SW480 rereplic
`Cc1ccc2nc(/C(C#N)=C/c3ccc(-c4cccc(Cl)c4)o3)[nH]c2c1` as listed: x | 8.9µM* | i | x | x | x | u | 9% | x
`CCNC(=O)C(=O)Nc1cc2c3c(c1)CCN3C(=O)CC2` as listed: -6 | -7% | i | 0% | -2% | 0% | x | 4% | -2%
`CCOc1cc(/C=N/O)cc(Br)c1OC` as listed: -10 | 0% | i | -9% | 24% | -1% | 5% | 20% | u
`CCOC(=O)c1[nH]c2cc3c(cc2c1NC(=O)CN1CCc2ccccc2C1)OCO3` as listed: -15 | -25% | i | -24% | 17% | -2% | 0% | 4% | -2%
`Cc1cc(C(=O)N2CCN(c3cccc(Cl)c3)CC2)c(C)o1` as listed: -2 | -24% | i | 16µM* | u | u | -30% | 23µM* | u

The order is random (roughly 8.9% active in at least one column).
